Source: PubChem BioAssay
Casp6 inh: inhibitors of human caspase-6; P55212; purified caspase-6, Z-VEID-R110 cleavage fluorescence; inhibition, % at 12.5 µM; actives 0.53% (n = 350,000); AID 686996;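 active = mean inhibition across replicates at least about 35%, with every replicate also reaching that limit, limit read from the data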;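 also: 0% = median of neutral control wells and 100% = no fluorescence left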
Target sequence (P55212 24-179 limits assumed): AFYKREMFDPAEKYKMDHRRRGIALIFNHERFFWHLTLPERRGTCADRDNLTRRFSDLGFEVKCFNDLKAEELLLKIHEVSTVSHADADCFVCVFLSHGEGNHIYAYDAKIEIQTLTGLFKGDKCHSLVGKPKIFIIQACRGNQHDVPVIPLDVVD
Target sequence (P55212 194-293 limits assumed): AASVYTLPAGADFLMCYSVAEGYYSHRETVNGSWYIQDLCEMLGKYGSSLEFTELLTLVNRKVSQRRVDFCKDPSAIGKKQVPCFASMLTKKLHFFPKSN
EWS-Fli block: blocks EWS/Fli oncoprotein-driven transcription; A673 NR0B1-luciferase reporter, viability-normalised; actives 0.67% (n = 350,000); inhibition, % at 12.6 µM; AID 651661;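 active = mean inhibition of at least 50% after viability correction, with every replicate also passing that limit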;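 also: firefly luciferase signal divided by Alamar Blue viability fluorescence both relative to DMSO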
PGC1a acetyl inh: modulators of PGC1a acetylation. actives 0.17% (n = 350,000). inhibition, % at 15.6 µM. AID 651687. U2OS PGC1a acetylation, AlphaScreen anti-acetyl-lysine; with virally co-expressed GCN5 acetyltransferase;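 active = every replicate shows inhibition of at least 40%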;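 also: 0% = neutral control wells and 100% = positive control wells; some results beyond the cut were filed as inactive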
miR-122 sensor: inhibitors of miR-122 in Huh7 cells. Huh7 miR-122 Renilla luciferase sensor, 48 h; neutral wells = 0, positive control = 100. actives 0.3% (n = 340,000). AID 602342. activation (reporter increase), % at 12.5 µM;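 active = mean replicate activation score at least 90 and every replicate individually at or above 90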;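 also: higher luciferase means less miR-122 activity so hits act as miR-122 inhibitors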
PAX8 inh HTS: lowers PAX8-driven luciferase in RMG-I cells | AID 652154 | inhibition, % at 12.6 µM | actives 1.2% (n = 360,000) | RMG-I TPO-luciferase reporter, SteadyGlo, 24 h;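 active = mean replicate inhibition at least 60% with every replicate also reaching 60%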;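 also: luciferase light reporting Pax8 driven TPO promoter activity; plate controls were median of neutral control wells for no effect and mitoxantrone controls for full effect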
FN deposition inh: fibronectin deposition inhibition | actives 0.086% (n = 350,000) | AID 743247 | AH1F fibroblasts, Alexa488-fibronectin deposition fluorescence, overnight | inhibition, % at 12.6 µM;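 active = mean inhibition across replicates of 30% or more, regardless of how many single replicates reach that level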;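 also: positive control wells lacked labelled fibronectin entirely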
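Test system: AH1F fibroblast monolayer depositing Alexa488-labelled fibronectin into matrix. Input: 10000 cells per well. Technique: fluorescence, ex 485 nm, em 525 nm. Buffer or medium: DMEM plus 2% serum, read in PBS. Timing: 1 h cell adhesion before compound, then overnight fibronectin incubation. Compound: single dose, pinned. Read-out basis: inhibition from reduced deposited-fibronectin fluorescence.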
LGR2 inh: blocks bursicon-induced cAMP signaling via Drosophila LGR2. HEK293 LGR2, CRE-luciferase, bursicon-stimulated, 4 h. inhibition, % at 9.99 µM. actives 0.35% (n = 380,000);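 active = drop in luminescence signal, shown as inhibition above about 50% in the replicate tests, limit read from the data, passing the limit was not always enough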;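 also: agonist challenge used bursicon conditioned medium at about half maximal strength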
Cneo AK release: causes C. neoformans cell lysis | adenylate kinase release luminescence, 4 h; normalised: neutral wells 0, clomiphene wells 100 | lysis activity, % at 15 µM | actives 0.2% (n = 360,000) | AID 651654;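 active = mean lysis activity across replicates of at least 80%, whatever share of replicates individually reach that level; inactive = mean lysis activity below 80%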
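Schedule: static 4 h at 37 °C with compound, 1 h detection; system: C. neoformans cells; benchmarks: Clomiphene as positive control; buffer or medium: fresh YPD medium; measure: luminescence rise reflecting yeast cell lysis; measured by: luminescent adenylate kinase detection reagent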
Active calls of the source: *; nt = no result given; [ ] = dose if it differs, or a comment.

1: Cc1noc(C)c1C(=O)OC(C)C(=O)NC(C)c1ccc(Cl)cc1Cl (configuration not stated)
2: Clc1ccc(CSc2ncccn2)cc1
3: Cc1ccc(C(=O)OCC(=O)NC2CC2)cc1S(=O)(=O)N1CCOCC1
4: C[C@H](CO)N1C[C@H](C)[C@@H](CN(C)S(=O)(=O)c2cn(C)cn2)Oc2c(NC(=O)Nc3cccc4ccccc34)cccc2C1=O
5: CCN(C[C@H]1N[C@@](Cc2ccccc2)(C(=O)OC)[C@H]2C(=O)N(C)C(=O)[C@@H]12)C(C)=O
6: CCN(CC)S(=O)(=O)c1ccc(N2CCCC2)c(NC(=O)c2c(-c3ccccc3)noc2C)c1
7: CCc1cc(C(=O)NNC(=O)CCl)sc1C
8: CCCCNC(=O)Cn1cnc([N+](=O)[O-])n1
Compound	1	2	3	4	5	6	7	8
Casp6 inh	-2	nt	2	1	0	1	4	-1
EWS-Fli block	7	-27	-5	-2	10	2	24	-2
PGC1a acetyl inh	5	13	nt	0	nt	nt	-9	nt
miR-122 sensor	8	1	nt	-1[16.7 µM]	nt	nt	nt	-13
PAX8 inh HTS	4	nt	-3	nt	-18	18	10	9
FN deposition inh	-5	nt	1	3	7	1	9	-5
LGR2 inh	5	-31	-18	-2	17	-13	15	2
Cneo AK release	0	1	1	5	0	-7	-1	1

9: C[C@@H]1CN([C@H](C)CO)C(=O)Cc2cc(NS(=O)(=O)c3ccccc3)ccc2O[C@@H]1CN(C)C(=O)Nc1cccc2ccccc12
10: Cc1ccc(S(=O)(=O)Nc2ccccc2F)cc1C(=O)NNC(=O)c1csc(N2CCOCC2)n1
11: CCC(C)NC(=O)C1CCC(CNS(=O)(=O)c2ccc3c(c2)CC(C)N3C(=O)C2CC2)CC1 (configuration not stated)
12: COc1ccc(NC(=O)N(C)C[C@H]2Oc3ccc(NC(=O)Nc4ccc5c(c4)OCO5)cc3CC(=O)N([C@@H](C)CO)C[C@H]2C)cc1
13: CS(=O)(=O)N(CC(=O)N1CCOCC1)c1cc(C(F)(F)F)ccc1Cl
14: O=C(CCNC(=O)c1ccccc1Cl)NNC(=O)c1ccccc1O
15: C[C@H](CO)N1C[C@H](C)[C@@H](CN(C)C(=O)Nc2ccccc2F)Oc2cc(-c3ccc(F)cc3)ccc2S1(=O)=O
16: NC(=O)CC(NC(=O)Cc1cccc2ccccc12)c1ccc(N2CCC(Br)CC2)c([N+](=O)[O-])c1 (configuration not stated)
Compound	9	10	11	12	13	14	15	16
Casp6 inh	4	6	-3	nt	1	-8	1	-3
EWS-Fli block	-3	-13	4	-4	4	-13	23	3
PGC1a acetyl inh	7	13	-8	-7	nt	nt	3	3
miR-122 sensor	-5[16.7 µM]	5	-1	-4[16.7 µM]	-4	nt	20[16.7 µM]	-4
PAX8 inh HTS	6	-6	-6	8	6	nt	nt	13
FN deposition inh	nt	2	3	nt	6	0	nt	8
LGR2 inh	7	6	9	12	-1	6	-27	7
Cneo AK release	-2	1	0	-5	1	nt	1	-3

Arranged by heavy-atom count (largest number first): three of the compounds above
16: NC(=O)CC(NC(=O)Cc1cccc2ccccc12)c1ccc(N2CCC(Br)CC2)c([N+](=O)[O-])c1 (configuration not stated)
13: CS(=O)(=O)N(CC(=O)N1CCOCC1)c1cc(C(F)(F)F)ccc1Cl
8: CCCCNC(=O)Cn1cnc([N+](=O)[O-])n1
Compound	16	13	8
Casp6 inh	-3	1	-1
EWS-Fli block	3	4	-2
PGC1a acetyl inh	3	nt	nt
miR-122 sensor	-4	-4	-13
PAX8 inh HTS	13	6	9
FN deposition inh	8	6	-5
LGR2 inh	7	-1	2
Cneo AK release	-3	1	1

(more compounds)
17: NC(=O)C1CCN(C(=S)c2cccs2)CC1
18: O=C(NCC(F)(F)F)[C@@H]1[C@@H](CO)[C@@H]2Cn3c(cccc3=O)[C@@H]2N1CCC(F)(F)F
19: Nc1nc(Sc2c([N+](=O)[O-])cc(C(F)(F)F)cc2[N+](=O)[O-])n[nH]1
20: O=C(NC1CCCCC1)n1c(=O)oc2ccccc21
21: CCOC(=O)c1c(C)[nH]c(O)c1C=Nc1ccc(Cl)cc1
22: CCOc1ccc(NC(=O)Cn2nc(C(N)=O)c3ccccc3c2=O)cc1S(=O)(=O)N1CCCC1
23: COCCN1CCN(C(=O)c2cc(COc3ccc(Cl)cc3OC)on2)CC1
24: CCC(COC)NCc1cn(-c2ccc(F)cc2F)nc1-c1ccccc1C (configuration not stated)
Compound	17	18	19	20	21	22	23	24
Casp6 inh	nt	1	0	nt	nt	4	0	4
EWS-Fli block	nt	-11	55*	nt	nt	7	-106	8
PGC1a acetyl inh	7	4	nt	19	11	-3	-1	3
miR-122 sensor	0	nt	nt	-1	3	-11	-1	-3
PAX8 inh HTS	-3	2	21	nt	-4	16	-222	-11
FN deposition inh	1	nt	9	8	-6	1	2	-9
LGR2 inh	nt	-4	-8	nt	nt	-1	-62	5
Cneo AK release	-3	nt	nt	0	2	0	7	2

25: COc1ccc(-n2ncc3c(SCC(=O)NNC(C)=O)ncnc32)cc1
26: COc1ccc(-c2nc3ccccc3nc2-c2ccc(OC)cc2)cc1
27: O=C(C=Cc1ccccc1)CC(c1ccccc1)N1CCOCC1 (configuration not stated)
28: COc1ccccc1CN1CCC(CNS(=O)(=O)c2cc(-c3cc(C)no3)ccc2C)CC1
29: CC(Sc1nnc(Cc2ccccc2)o1)C(=O)NC1(C#N)CCCCC1 (configuration not stated)
30: COc1ccc(CCNC(=O)/C=C/c2ccc(C)cc2)cc1OC
31: CC(=O)Nc1cc2nc(C)n(Cc3ccccc3[N+](=O)[O-])c2nc1C
32: N#CCn1c(CN2CCCC2)nc2ccccc2c1=O
Compound	25	26	27	28	29	30	31	32
Casp6 inh	0	0	0	-9	-1	nt	-1	-2
EWS-Fli block	-46	15	59*	nt	5	nt	7	0
PGC1a acetyl inh	nt	-34	12	-8	nt	-7	10	nt
miR-122 sensor	nt	-1	16	-6	nt	-2	-2	nt
PAX8 inh HTS	-12	-3	25	11	11	nt	2	-6
FN deposition inh	2	3	7	3	2	-3	-1	12
LGR2 inh	-34	34	1	2	7	nt	8	8
Cneo AK release	nt	1	1	20	-4	-3	-2	-1

33: CN(C)/C=C1\C(=O)N(c2ccc(Cl)c(Cl)c2)CS1(=O)=O
34: C=CCn1c(=O)c2ccccc2n2c(SCc3nc(N)nc(Nc4ccccc4C)n3)nnc12
35: COc1ccc(CCNCCN2CCOCC2)cc1
36: CC(=O)c1ccc(NC(=O)CSc2nnc3ccc(-c4ccccn4)nn23)cc1
37: O=C(CCNS(=O)(=O)c1ccccc1F)N1CCN(S(=O)(=O)c2cccc(F)c2)CC1
38: CCC(=O)Nc1ccc2c(c1)OC[C@H](C)N(Cc1cncnc1)C[C@@H](C)[C@H](OC)CN(C)C2=O
39: C[C@H](CO)N1C[C@H](C)[C@H](CN(C)Cc2cccc(F)c2)Oc2cc(-c3ccc(F)cc3)ccc2S1(=O)=O
40: COc1ccc(N2CCN(C(=O)c3ccc(Br)o3)CC2)cc1
Compound	33	34	35	36	37	38	39	40
Casp6 inh	0	-3	-4	-1	-1	0	nt	-2
EWS-Fli block	-39	-4	10	0	11	1	12	nt
PGC1a acetyl inh	nt	9	3	nt	-13	3	-11	2
miR-122 sensor	nt	nt	12	-5	-10	-4[16.7 µM]	-8[16.7 µM]	-4
PAX8 inh HTS	-13	nt	3	-4	5	nt	nt	-41
FN deposition inh	-1	nt	11	nt	2	-4	nt	3
LGR2 inh	nt	-2	0	12	1	-1	3	3
Cneo AK release	nt	0	2	3	nt	-1	nt	2

An excerpt from above, limited to FN deposition inh, miR-122 sensor and Casp6 inh.
no.	SMILES	FN deposition inh	miR-122 sensor	Casp6 inh
34	C=CCn1c(=O)c2ccccc2n2c(SCc3nc(N)nc(Nc4ccccc4C)n3)nnc12	nt	nt	-3
35	COc1ccc(CCNCCN2CCOCC2)cc1	11	12	-4
36	CC(=O)c1ccc(NC(=O)CSc2nnc3ccc(-c4ccccn4)nn23)cc1	nt	-5	-1
37	O=C(CCNS(=O)(=O)c1ccccc1F)N1CCN(S(=O)(=O)c2cccc(F)c2)CC1	2	-10	-1

Continued.
41: Cn1c(-[n+]2c(-c3ccccc3)cc(-c3ccccc3)cc2-c2ccccc2)nc2c([N+](=O)[O-])cccc21
42: CCN(CC)C(=O)c1cc(S(=O)(=O)N2CCCCC2)c[nH]1
43: COc1ccc(S(=O)(=O)N2CCOCC2)cc1NC(=O)c1ccccc1-c1ccc(C(F)(F)F)cc1
44: CC(=O)c1ccc(Nc2c([N+](=O)[O-])ccc3nonc23)cc1
45: COC(=O)[C@]1(C)N[C@H](CN(C)C(=O)c2ccc(C(C)(C)C)cc2)[C@@H]2C(=O)N(C)C(=O)[C@@H]21
46: Cc1cccc(N2CCN(C(=O)c3cc(=O)[nH]c4ccccc34)CC2)c1C
47: COc1ccc(C(CNC(=O)c2oc3ccc(Br)cc3c2C)N2CCCCC2)cc1 (configuration not stated)
48: COc1ccccc1C#Cc1ccc2c(c1)O[C@H](CN(C)Cc1cccnc1)[C@H](C)CN([C@H](C)CO)S2(=O)=O
Compound	41	42	43	44	45	46	47	48
Casp6 inh	-3	0	nt	-1	nt	4	-3	-2
EWS-Fli block	11	3	nt	5	-4	4	13	27
PGC1a acetyl inh	-7	-2	2	7	nt	nt	-2	-1
miR-122 sensor	31	-6	-2	-5	nt	15	-4	24[16.7 µM]
PAX8 inh HTS	40	22	0	8	6	2	2	90*
FN deposition inh	5	0	5	4	1	-5	-2	-20
LGR2 inh	-28	3	13	-2	-14	3	13	34
Cneo AK release	6	-1	4	-1	0	nt	1	-5

49: COCCCNc1c2c(nc3ccccc13)CCC2
50: COc1ccc(Cl)cc1N1C(=O)C2CCCN2C1c1ccccc1F (configuration not stated)
51: Cc1cc(/C=C2/NC(=O)NC2=O)c(C)n1-c1ccc(C#N)cc1
52: O=C(O)CSC1CC(=O)N(c2ccc(Cl)cc2)C1=O (configuration not stated)
53: Cc1ccccc1C(=O)Nc1ccc(C(=O)N/N=C/c2ccc(O)cc2)cc1
54: O=C(CCC(=O)N1CCN(c2ccccn2)CC1)Nc1nnc(C(F)(F)F)s1
55: Cc1ccccc1-n1nnnc1SCC(=O)NC1CC1
56: CN(C)C(=O)C[C@H]1C=C[C@H](NC(=O)NC2CCCCC2)[C@H](CO)O1
Compound	49	50	51	52	53	54	55	56
Casp6 inh	-3	-4	3	nt	6	-3	0	11
EWS-Fli block	0	2	4	nt	-2	2	-2	5
PGC1a acetyl inh	3	nt	5	13	nt	0	0	1
miR-122 sensor	-5	nt	nt	-11	nt	-8	-8	1[16.7 µM]
PAX8 inh HTS	-9	11	8	-2	-3	-16	nt	1
FN deposition inh	-4	18	3	-4	16	5	2	nt
LGR2 inh	nt	-8	nt	nt	-37	3	-13	20
Cneo AK release	0	3	nt	1	-3	3	nt	3

Record cards (already shown):
`O=C(O)CSC1CC(=O)N(c2ccc(Cl)cc2)C1=O` (configuration not stated) is listed as Casp6 inh = nt; EWS-Fli block = nt; PGC1a acetyl inh = 13; miR-122 sensor = -11; PAX8 inh HTS = -2; FN deposition inh = -4; LGR2 inh = nt; Cneo AK release = 1
`Cc1cc(/C=C2/NC(=O)NC2=O)c(C)n1-c1ccc(C#N)cc1` is listed as Casp6 inh = 3; EWS-Fli block = 4; PGC1a acetyl inh = 5; miR-122 sensor = nt; PAX8 inh HTS = 8; FN deposition inh = 3; LGR2 inh = nt; Cneo AK release = nt
`CN(C)C(=O)C[C@H]1C=C[C@H](NC(=O)NC2CCCCC2)[C@H](CO)O1` is listed as Casp6 inh = 11; EWS-Fli block = 5; PGC1a acetyl inh = 1; miR-122 sensor = 1[16.7 µM]; PAX8 inh HTS = 1; FN deposition inh = nt; LGR2 inh = 20; Cneo AK release = 3
